# GalR3 antagonist = blocks the human galanin receptor 3; O60755; HEK293 GalR3-CNG cAMP membrane potential fluorescence; galR3 body fused to GalR1 C-terminus; 360,000 compounds, 0.44% hits; inhibition, % at 3 µM;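 active = inhibition above the screen-wide average plus 3 SD, cut at about 13% in these data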;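 also: forskolin and galanin both at EC90 stimulate the cells; cAMP rise reported by CNG channel membrane potential dye signal; 0% = forskolin plus galanin with DMSO and 100% = forskolin alone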
# GPR7 antagonist = antagonists of human GPR7 (neuropeptides B/W receptor 1). inhibition, % at 4.4 µM. AID 1861. 290,000 compounds, 1.1% hits. GPR7-expressing cells, fluorescence antagonist assay. P48145; in the data active = inhibition above about 16%, passing the limit was not always enough;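 also: cells stimulated with the agonist NPW; 0% = agonist with vehicle and 100% = vehicle without agonist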
# Target sequence (P48145 whole entry, looked up): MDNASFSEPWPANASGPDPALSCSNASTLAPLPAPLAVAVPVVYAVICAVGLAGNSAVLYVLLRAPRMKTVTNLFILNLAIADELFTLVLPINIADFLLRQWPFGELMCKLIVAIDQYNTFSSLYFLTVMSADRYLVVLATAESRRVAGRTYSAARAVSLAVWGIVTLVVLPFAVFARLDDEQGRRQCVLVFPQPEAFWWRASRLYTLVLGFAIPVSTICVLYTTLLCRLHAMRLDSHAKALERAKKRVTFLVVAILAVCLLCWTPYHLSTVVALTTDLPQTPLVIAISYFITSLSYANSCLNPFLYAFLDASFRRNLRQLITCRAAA
# FID counter = fluorescent intercalator displacement, NS3 helicase counter-screen; DNA fluorescent intercalator displacement, fluorescence; inhibition, % at 7.9 µM; 290,000 compounds, 0.17% hits; AID 1845; in the data active = inhibition above about 37%;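 also: 0% = vehicle and 100% = reference compound; higher means more ethidium bromide displaced from hairpin DNA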
# V1R ag counter = activates human V1a receptor in oxytocin agonist counter-screen; P37288; CHO-V1R cells, Fluo-8 calcium fluorescence, agonist mode; 0% DMSO, 100% 3 nM vasopressin; activation, % at 3 µM; 320,000 compounds, 0.25% hits; AID 2797;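 active = activation above the mean activation of all tested compounds plus 3 SD, per screening run, cut at about 20% in these data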;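 also: signal is peak over basal fluorescence ratio across a 100 second FLIPR read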
# IMP-1 inh = inhibitors of Pseudomonas aeruginosa IMP-1 metallo-beta-lactamase; purified IMP-1, nitrocefin hydrolysis, epi-absorbance fluorescence; inhibition, % at 5.6 µM; 290,000 compounds, 0.45% hits; AID 1556;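 active = inhibition above the mean plus 3 SD of all compounds in the same screening run, cut at about 4.5% in these data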;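 also: 0% = IMP-1 with DMSO and 100% = DMSO wells lacking enzyme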
#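 assay system = purified recombinant IMP-1 metallo-beta-lactamase enzyme | schedule = 15 min preincubation plus 25 min reaction at 25 °C | signal = Epi-absorbance fluorescence, 480 nm excitation, 530 nm emission | read-out basis = percent inhibition from optical density relative to buffer-blank wells | controls = IMP-1 with DMSO as 0%, enzyme-free DMSO as 100%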
# OXTR agonist = agonists of human oxytocin receptor | activation, % at 3 µM | CHO-OTR cells, Fluo-8 calcium fluorescence; normalized: DMSO 0%, oxytocin 100% | P30559 | 320,000 compounds, 0.32% hits;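 active = activation above the mean of all tested compounds plus 3 SD, cutoff set per screening run, cut at about 20% in these data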;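 also: peak over basal fluorescence ratio from a 100 s FLIPR kinetic read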
# Target sequence (P30559 whole entry, looked up): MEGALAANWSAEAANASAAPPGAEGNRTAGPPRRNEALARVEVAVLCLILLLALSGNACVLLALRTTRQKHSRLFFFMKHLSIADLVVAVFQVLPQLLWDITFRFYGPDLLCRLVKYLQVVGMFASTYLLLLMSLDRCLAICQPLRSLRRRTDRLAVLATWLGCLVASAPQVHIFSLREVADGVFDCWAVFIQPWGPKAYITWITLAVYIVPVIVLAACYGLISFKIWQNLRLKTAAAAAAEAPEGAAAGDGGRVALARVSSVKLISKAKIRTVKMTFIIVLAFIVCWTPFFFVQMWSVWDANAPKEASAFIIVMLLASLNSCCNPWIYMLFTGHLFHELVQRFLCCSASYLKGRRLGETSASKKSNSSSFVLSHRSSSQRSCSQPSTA
# NS3 helicase inh = blocks Hepatitis C virus NS3 helicase unwinding. NS3 helicase DNA unwinding, Cy5 molecular beacon fluorescence. inhibition, % at 10.9 µM. 290,000 compounds, 0.56% hits;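 active = inhibition above the mean of all tested compounds plus 3 SD, set per campaign, cut at about 35% in these data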;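 also: 0% = DMSO wells and 100% = thioflavine S control wells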
#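 Compound dosing – single dose, 10.9 µM nominal final, DMSO 0.8% final · System – NS3 helicase fragment of HCV · Buffer or medium – MOPS pH 6.5, MgCl2, DTT, Tween20, BSA · Signal – Cy5 beacon fluorescence read at start and 1 h · Also added – annealed dual-labelled DNA beacon duplex, ATP-started · Schedule – 1 h at 25 °C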
# PHOSPHO1 block = PHOSPHO1 (human) inhibition; recombinant PHOSPHO1, absorbance phosphatase assay; AID 1565; inhibition, % at 13.3 µM; 290,000 compounds, 1.1% hits; Q8TCT1; in the data active = inhibition above about 60%
# Target sequence (Q8TCT1 whole entry, looked up): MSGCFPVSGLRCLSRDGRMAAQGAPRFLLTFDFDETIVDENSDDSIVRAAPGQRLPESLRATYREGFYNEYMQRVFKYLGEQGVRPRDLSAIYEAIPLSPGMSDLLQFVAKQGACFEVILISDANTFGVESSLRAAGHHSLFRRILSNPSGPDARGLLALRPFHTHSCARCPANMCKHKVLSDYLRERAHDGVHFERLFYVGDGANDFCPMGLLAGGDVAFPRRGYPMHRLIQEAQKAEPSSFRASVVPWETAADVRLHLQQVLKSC
# VIM-2 inh = blocks Pseudomonas aeruginosa VIM-2 metallo-beta-lactamase | purified VIM-2, nitrocefin hydrolysis, epi-absorbance fluorescence | inhibition, % at 5.6 µM | 290,000 compounds, 0.89% hits;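 active = inhibition above the mean of all tested compounds plus 3 SD, cutoff set per screening run, cut at about 7.5% in these data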;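 also: red hydrolysis product quenches plate fluorescence so inhibitors raise well fluorescence; 0% = enzyme with DMSO and 100% = DMSO without enzyme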
# Active calls of the source: *; · = no result given.
SMILES,GalR3 antagonist,GPR7 antagonist,FID counter,V1R ag counter,IMP-1 inh,OXTR agonist,NS3 helicase inh,PHOSPHO1 block,VIM-2 inh
CC1=NN(c2ccccc2)C(=O)C1/C=C1\NC(=S)NC1=O (stereo unspecified),4,-6,1,0.6,-2.1,0.0,-1,-43,-0.6
CCOc1ccc(C(=O)NCc2ccccc2)cc1Br,-2,6,-13,-0.8,-2.4,-2.2,-3,0,-2.3
COc1ccc(N(C(C)C(=O)NC2CCCCCC2)S(C)(=O)=O)cc1 (stereo unspecified),-4,-2,-12,0.3,0.8,-0.5,-1,6,-1.4
C=CCN(c1ccccc1)S(=O)(=O)c1cc(C(=O)NC2=NCCS2)ccc1Cl,-1,-8,-16,0.9,0.0,-1.4,-19,-16,0.0
CCC(C(=O)OCC(=O)Nc1cc(Cl)cc(Cl)c1)c1ccccc1 (stereo unspecified),-3,-13,-2,1.2,-2.1,-0.8,-4,-7,-2.6
COC(=O)CN(c1ccc(OCc2ccccc2)cc1)S(C)(=O)=O,-5,0,-16,1.2,-1.9,0.2,0,10,-1.9
O=C(C1CC(c2ccc(F)cc2)=NO1)N1CCCCC1 (stereo unspecified),-4,7,-5,0.1,-2.9,-0.7,-1,-11,-2.4
O=C(Nc1ccccc1F)c1cc(S(=O)(=O)N2CCOCC2)cs1,2,-13,-5,0.1,-2.6,-0.5,2,33,-2.5
CCOC(=O)COc1ccc(S(=O)(=O)N2CCN(c3ccc(F)cc3)CC2)cc1,-6,10,-18,0.6,-1.4,0.0,-5,-1,-0.8
Cn1nc(-c2ccc(C(=O)NC3CCCCC3)cc2)c2ccccc2c1=O,1,6,-33,5.3,-3.5,0.9,-7,-16,0.8
COc1ccc(O)c(C(=O)CC(=O)c2ccccc2C)c1,-6,-3,-9,-1.3,-2.1,-1.8,10,32,-4.5
CC(=O)Nc1ccc(S(=O)(=O)NC(C(=O)O)C2=CCC=CC2)cc1 (stereo unspecified),-1,-9,1,0.3,-2.4,0.1,-8,-10,-1.3
OC1(c2ccc(Cl)c(Cl)c2)C[n+]2ccccc2N1Cc1ccccc1 (stereo unspecified),-5,18,21,-0.3,0.2,-0.9,-60,33,0.0
CC[C@H](C)[C@H](NC(=O)OCc1ccccc1)C(=O)Nc1ccc(NC(C)=O)cc1,-5,0,-15,-0.6,-4.5,-0.2,-6,20,-2.8
O=S(=O)(Nc1cccc(-n2cnnn2)c1)c1ccccc1,-7,-6,-6,1.6,-2.3,0.8,5,33,1.1
CC(C)(C)OC(=O)N1CC2Cc3[nH]c(=O)ccc3C(C2)C1 (stereo unspecified),1,3,-4,1.4,1.0,0.0,6,-21,-0.6
CC(Nc1nc(N2CCN(S(C)(=O)=O)CC2)nc2ccccc12)c1ccccc1 (stereo unspecified),-4,1,8,-0.2,4.5*,0.6,-3,16,1.3
O=C(N/C=C\c1ccccc1)NCc1ccc(Cl)cc1Cl,-1,1,-1,1.1,-0.1,-0.7,-5,35,1.7
COc1ccc(S(=O)(=O)N2CCC(NC(=O)C3CCCCC3)CC2)cc1,-3,-10,-23,-0.5,-1.0,0.2,1,-9,-2.3
C=CCSc1nc2ccccc2c(=O)[nH]1,3,-13,1,-0.2,-3.0,0.6,-3,2,0.8
CCOc1cc(/C=C2\C(=N)N3N=C(S(=O)(=O)CC)SC3=NC2=O)ccc1OC(=O)c1ccco1,2,23,-3,-0.9,-2.7,-1.8,4,2,-1.6
COCCOC(=O)c1c(C)oc2ccc(OS(C)(=O)=O)cc12,-8,-9,-8,0.6,-3.6,-0.7,6,19,-2.5
O=C(Nc1ccc(F)cc1)N1CCN(CCc2ccccc2)CC1,1,-8,-5,3.0,-0.7,0.1,6,-46,-1.3
Cc1cccc(-n2ccnc2SCC(=O)Nc2ccc3c(c2)OCCO3)c1,-1,24,-16,0.0,-2.1,0.1,-3,14,-1.3
O=C(N/N=C/C=C\c1ccccc1[N+](=O)[O-])c1ccccn1,6,8,-6,-0.2,-1.0,-0.2,1,6,-4.0

# Going on with the list.
SMILES,GalR3 antagonist,GPR7 antagonist,FID counter,V1R ag counter,IMP-1 inh,OXTR agonist,NS3 helicase inh,PHOSPHO1 block,VIM-2 inh
Cc1cc(C)n(-c2nnc(C)n2/N=C/c2ccccc2F)n1,0,-6,-4,-0.8,-4.4,0.3,16,-10,-2.2
O=C(c1ccc(F)cc1)c1cc2ccccc2o1,-5,-13,1,-1.3,-2.9,-2.2,-11,-10,-1.6
COC(=O)c1cccc(NC(=O)Nc2ccc(Cl)c(Cl)c2)c1,-6,24,6,11,-1.3,17,-11,10,-0.3
CCc1cc2c(NCC3CCCO3)ncnc2s1 (stereo unspecified),-1,-5,3,3.0,-4.1,1.0,7,-2,0.4
Cn1c(=O)cc(SCC(=O)NCc2ccc(F)cc2)c2ccccc21,-6,-8,-15,-1.0,-1.4,0.1,6,-4,1.1
COc1ccccc1C1CC(c2ccc(F)cc2)Nc2ncnn21 (stereo unspecified),-6,15,-20,0.3,-0.4,1.5,-10,-56,3.2
CCN(CC)C(=O)C1CCCN(Cc2ccc(F)c(F)c2)C1 (stereo unspecified),-5,-10,5,0.7,0.8,0.0,-2,8,-1.8
O=C1CCC/C(=N\NC(=O)NC2CCCCC2)C1,-3,-3,-9,-1.1,-2.3,-0.8,5,30,-2.4
Cc1cc(S(=O)(=O)N(Cc2ccc3c(c2)OCO3)CC2CCCO2)ccc1-n1cnnn1 (stereo unspecified),0,10,-21,1.2,-1.8,1.5,-8,0,-0.9
O=C(Nc1nccs1)c1sc2cc(Cl)ccc2c1Cl,0,-10,-3,-0.7,-2.8,-1.4,3,12,-2.6
Cc1c(CC(=O)NCC(=O)N[C@H](Cc2ccccc2)C(=O)O)c(=O)oc2cc(O)ccc12,-5,7,-8,0.4,-0.3,0.2,-12,34,0.9
CCn1cc(C(=O)NN)c(=O)c2cc(F)c(N3CCN(C)CC3)cc21,-9,4,3,0.4,-0.8,2.6,-52,19,4.8
Cn1c(=NC(=O)C2CC2)sc2cccc(F)c21,·,-1,-2,-1.0,-3.0,-2.4,2,0,-1.3
O=C(Nc1cccc([N+](=O)[O-])c1)c1cc(S(=O)(=O)N2CCOCC2)cs1,0,17,11,4.1,-1.5,2.5,-1,27,-0.3
CCNc1nc(NC(C)C)nc(OCCOC(=O)c2ccccc2)n1,-5,-12,-2,-1.6,-4.6,-2.7,-4,-8,-3.5
Cc1sc(NC(=O)/C=C/c2ccc(C(C)C)cc2)c(C#N)c1C,-5,-11,-5,0.1,-1.2,1.0,-3,-32,-2.8
CCc1ccc(NC(=O)CSc2nnc(C3CC3)n2CC2CCCO2)cc1 (stereo unspecified),-8,-9,-32,0.4,-2.1,0.1,-1,0,-0.6
CCOc1ccc(C(=O)NCCc2cnc[nH]2)cc1,-9,-9,0,0.7,-1.6,1.1,-7,30,-1.6
S=C(NCCc1ccccc1)N/N=C/C1CCCCC1,·,-8,-7,-0.5,-3.5,-1.2,1,-10,-2.3
CCOc1cc(S(=O)(=O)NCc2ccccn2)ccc1Cl,2,0,-2,1.2,-5.4,0.0,-5,-2,-2.3
Cc1cccc(-c2nc3c(c(SCC(=O)N4CCOCC4)n2)COC(C)(C)C3)c1,-7,-23,-62,2.3,-1.6,-0.1,20,23,-0.4
CC12CCC(C(=O)Nc3c(Cl)cccc3Cl)(C(Br)C1=O)C2(C)C (stereo unspecified),5,-7,0,-0.9,-2.5,-0.1,-8,4,-2.0
CCOc1ccccc1N1CCN(C(=O)Nc2cccc(Cl)c2)CC1,-4,16,-18,9.1,-1.2,1.8,-14,22,-1.8
Cc1cccc(NC(=O)COn2nnc3ccc(S(C)(=O)=O)cc32)c1,2,-6,4,6.9,-3.1,1.5,0,4,-3.1
CCOc1cccc2cc(C(=O)Oc3ccc(OC)cc3)c(=O)oc12,-1,5,2,0.2,-1.9,-0.8,6,·,-0.3

# Remaining list, next part:
SMILES,GalR3 antagonist,GPR7 antagonist,FID counter,V1R ag counter,IMP-1 inh,OXTR agonist,NS3 helicase inh,PHOSPHO1 block,VIM-2 inh
CCOC(=O)c1ccccc1NC(=O)C1CC(=O)N(c2ccccc2)C1 (stereo unspecified),-6,-2,-22,0.5,-4.1,-0.1,1,51,-5.3
COc1ccc(Nc2c3c(nc4ccccc24)CCC3)c(OC)c1,-4,3,-2,2.4,0.1,-0.8,-16,33,19*
CC1CC(C)CN(C2CCCCC2NS(=O)(=O)c2ccc(Cl)cc2)C1 (stereo unspecified),-9,-6,4,-1.2,-2.9,-2.5,-2,31,-0.9
COc1ccc(C2CC(c3cccs3)=NN2C(=O)CSC2=NN3CCCC(=O)N=C3S2)cc1 (stereo unspecified),·,-11,-32,-0.2,-4.0,0.2,0,-14,-5.1
CC(C)(C)CC(=O)Nc1cccc(-c2cn3cccnc3n2)c1,-3,-12,-9,-0.1,-1.9,-0.2,-7,6,-1.7
N#CCOC(=O)c1sccc1-n1cccc1,-4,3,-3,0.1,-3.5,0.0,1,-16,-0.3
Cc1ccc(-c2ccnc(=S)[nH]2)cc1,-3,2,2,3.4,-0.6,0.0,2,90*,0.0
COCCOC(=O)c1c(C)n(C)c2ccc(OC(=O)c3c(OC)cccc3OC)cc12,-5,-7,-45,5.8,-2.7,0.3,-15,-103,-1.4
C=CCn1c(CCNC(=O)c2ccccc2F)nnc1SCC(=O)Nc1nc(C)cs1,2,-18,-28,-0.1,-5.5,-1.0,2,-8,-2.8
CN(Cc1ccccc1)c1ccc(S(=O)(=O)N2CCC(C(=O)O)CC2)cc1[N+](=O)[O-],-9,-2,-35,0.5,-3.3,0.1,17,-31,-2.3
O=S(=O)(O)c1nc2ccccc2n1Cc1ccccc1,2,-1,4,1.3,-2.6,1.1,9,15,-1.8
Cc1cccc(OC(C)C(=O)N/N=C\c2ccncc2)c1 (stereo unspecified),-3,-19,-3,0.8,-2.5,0.0,-17,36,-2.7
CN(C)S(=O)(=O)c1cccc(C(=O)NCC2(N3CCOCC3)CCCCC2)c1,-7,4,-1,5.0,-2.6,0.2,8,18,-2.8
CCCCC(=O)Nc1ccc(C(=O)NNC(=O)c2ccc(C)c(Br)c2)cc1,-10,15,0,0.5,0.3,0.7,-9,-15,0.7
Cc1ccc(-n2nc3c(=O)n(CC(=O)NCCc4cccs4)nc(C)c3c2C)cc1,-1,-12,-36,-1.4,-4.3,-3.1,0,27,-0.9
CC(=O)Nc1nc(-c2ccc3c(c2)CC(C)N3C(=O)C2CC2)c(C)s1 (stereo unspecified),-9,1,-11,3.7,0.1,-0.4,12,32,1.3
C=CCOc1cccc(C2/C(=C(/O)c3ccc(C)cc3)C(=O)C(=O)N2CCN2CCOCC2)c1 (stereo unspecified),4,-6,-33,0.9,-4.5,-0.5,6,15,-0.4
CCC(=O)N1CCc2cc(S(=O)(=O)NCCN3CCCCC3CC)ccc21 (stereo unspecified),4,0,18,1.2,-0.6,0.4,-1,2,1.1

# Bioassay records as filed in PubChem BioAssay.
